DDE Tn7 FP inh = disrupts Tn7 cyclic peptide binding to fibrin D-Dimer-E complex | P02675 | FP displacement of FITC-Tn7 peptide from fibrin DD(E); 0% = median of compound wells per plate | inhibition, % at 8.3 µM | 370,000 compounds, 0.13% hits | AID 720508;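 active = inhibition above the mean of compounds falling within the control limits plus 3 SD of them, cut at about 14% in these data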;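 note: 0% = plate median of compound wells and 100% = 10 µM Aha-Tn7 peptide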
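Measure: % inhibition scaled between sample-field median and high-control FP; Test system: human fibrin DD(E); Quantity: 2 µM final DD(E) protein; Doses: one dose, 8.3 µM nominal; Schedule: compound with protein 10 min, then 3 h after probe, room temperature; Detection: fluorescence polarization; Medium: Tris buffer with calcium and detergent, pH 7.8.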
ADAM10 inh = inhibits human ADAM10. O14672. recombinant ADAM10, EDANS/DABCYL FRET peptide cleavage, 3 h. inhibition, % at 7 µM. 370,000 compounds, 0.62% hits;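 active = inhibition above a per-campaign cutoff equal to the mean of compounds falling between control-based bounds plus 3 SD, cut at about 20% in these data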;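 note: 0% = DMSO wells while the 100% control is not disclosed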
Target sequence (O14672 214-748 limits assumed): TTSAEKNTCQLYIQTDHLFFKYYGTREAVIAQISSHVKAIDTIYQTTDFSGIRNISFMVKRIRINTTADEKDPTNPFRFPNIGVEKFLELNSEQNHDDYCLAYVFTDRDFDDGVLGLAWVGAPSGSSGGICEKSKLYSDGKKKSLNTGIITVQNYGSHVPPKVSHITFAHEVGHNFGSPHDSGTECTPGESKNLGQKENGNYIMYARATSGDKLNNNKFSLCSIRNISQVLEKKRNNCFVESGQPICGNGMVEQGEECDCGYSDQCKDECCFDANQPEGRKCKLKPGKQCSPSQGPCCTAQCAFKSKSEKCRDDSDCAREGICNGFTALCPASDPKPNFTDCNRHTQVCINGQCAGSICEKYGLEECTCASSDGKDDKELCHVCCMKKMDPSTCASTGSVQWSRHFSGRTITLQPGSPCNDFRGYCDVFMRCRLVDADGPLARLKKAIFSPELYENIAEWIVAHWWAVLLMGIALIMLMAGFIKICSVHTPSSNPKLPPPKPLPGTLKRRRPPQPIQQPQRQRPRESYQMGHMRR
PLCg1 inh = PLC-gamma1 (human) inhibition, primary screen; 370,000 compounds, 0.84% hits; purified PLC-gamma1, fluorogenic substrate, fluorescence; inhibition, % at 12.2 µM; P19174; AID 720700; in the data active = inhibition above about 9.5%
ADAM17 inh = inhibits human ADAM17. recombinant ADAM17, EDANS/DABCYL FRET peptide cleavage. P78536. 370,000 compounds, 0.83% hits. inhibition, % at 6.95 µM. AID 720648;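 active = inhibition above the mean of compounds lying between control limits plus 3 SD, set per campaign, cut at about 8.5% in these data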;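 note: 0% = DMSO-only wells as the low control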
KLK7 zymogen act = activates the human kallikrein-7 zymogen | activation, % at 7 µM | P49862 | 370,000 compounds, 0.9% hits | purified proKLK7, EDANS-DABCYL substrate fluorescence; 100% is mature enzyme control, 0% vehicle | AID 652039;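 active = activation above the mean of all tested compounds plus 3 SD, computed per campaign excluding outliers beyond control limits, cut at about 13% in these data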
LEDGF integ inh = blocks HIV-1 LEDGF/p75-dependent DNA integration. TR-FRET IN-LEDGF/p75 DNA integration, Eu/Cy5. inhibition, % at 3.7 µM. 370,000 compounds, 0.64% hits. AID 743269;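 active = inhibition above the screen-wide mean plus 3 SD, cut at about 13% in these data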;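 note: signal is the Cy5 over europium emission ratio at 671 and 618 nm; 0% = plate median of compound wells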
ASAP1 GAP inh = ASAP1 ArfGAP inhibition; Q9ULH1; ASAP1-stimulated ARF1 GTP hydrolysis, GDP FP detection; inhibition, % at 16.5 µM; 360,000 compounds, 0.19% hits; in the data active = inhibition above about 25%;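 note: 0% = vehicle with enzyme and substrate and 100% = no enzyme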
Target sequence (Q9ULH1 325-724 limits assumed): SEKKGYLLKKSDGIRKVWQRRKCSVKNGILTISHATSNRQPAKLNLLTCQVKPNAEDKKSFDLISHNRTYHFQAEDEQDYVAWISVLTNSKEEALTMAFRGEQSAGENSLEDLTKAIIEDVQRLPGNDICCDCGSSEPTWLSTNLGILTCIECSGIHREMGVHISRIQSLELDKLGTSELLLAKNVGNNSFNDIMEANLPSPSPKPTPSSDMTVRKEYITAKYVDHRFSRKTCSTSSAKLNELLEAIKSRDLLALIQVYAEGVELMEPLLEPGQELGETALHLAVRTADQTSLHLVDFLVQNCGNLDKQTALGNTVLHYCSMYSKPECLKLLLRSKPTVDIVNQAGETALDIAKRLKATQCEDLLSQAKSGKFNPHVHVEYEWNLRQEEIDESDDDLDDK
Tn6 DDE FP = disrupts Tn6 cyclic peptide binding to fibrin D-Dimer-E complex; Fibrin DD(E) TRITC-Tn6 fluorescence polarization displacement; P02675; inhibition, % at 8.3 µM; AID 720509; 370,000 compounds, 0.21% hits;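 active = inhibition above a per-campaign cutoff: mean of compounds within control limits plus 3 SD, cut at about 15% in these data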;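 note: 0% = median of all compound wells on the plate and 100% = blocking peptide control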
TDP2 absorb = TDP2 (human) inhibition, absorbance primary screen; recombinant TDP2, T5PNP hydrolysis, p-nitrophenol absorbance 415 nm; inhibition, % at 12.8 µM; O95551; 370,000 compounds, 0.34% hits;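 active = inhibition above the mean of all tested compounds plus 3 SD, set per campaign, cut at about 25% in these data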;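 note: 0% = DMSO with enzyme and 100% = buffer with substrate but no TDP2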
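Read-out basis: percent inhibition. System: recombinant human TDP2. Buffer or medium: Mg2+-containing Tris-HCl buffer, pH 7.5. Repeats: single replicate. Timing: reaction 2 h, 37 °C. Benchmarks: high control without enzyme, low control DMSO plus TDP2. Probe or stimulus: 5 mM T5PNP. Doses: 12.8 µM only. Measured by: epi absorbance of p-nitrophenol freed from T5PNP by hydrolysis.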
ARFGAP1 inh = inhibits rat ARF GTPase activating protein 1; Q62848; Arfgap1-stimulated ARF1 GTP hydrolysis, GDP FP detection; inhibition, % at 16.5 µM; 360,000 compounds, 0.26% hits; AID 651572;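 active = inhibition above a per-plate limit, mean inhibition of low control wells plus 3 SD, cut at about 25% in these data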;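 note: 0% = DMSO wells with enzyme and 100% = wells lacking Arfgap1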
Target sequence (Q62848 1-136 limits assumed): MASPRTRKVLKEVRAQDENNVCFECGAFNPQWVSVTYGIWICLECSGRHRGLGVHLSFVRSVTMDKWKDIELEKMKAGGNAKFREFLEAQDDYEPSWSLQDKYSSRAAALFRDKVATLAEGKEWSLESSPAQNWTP
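System: truncated rat Arfgap1 GAP domain / Medium: HEPES-based buffer, pH 7.5 / Also added: N-terminally truncated human ARF1-GTP substrate / Incubation: enzyme reaction 120 min at 25 °C after 20 min preincubation / Measured by: FP of antibody-bound GDP Alexa 633 tracer, ex 620/em 688 nm / Replicates: singlicate, each compound tested once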
* = called active by the depositor; · = no result given.

smiles	DDE Tn7 FP inh	PLCg1 inh	Tn6 DDE FP	ADAM17 inh	ARFGAP1 inh	ADAM10 inh	LEDGF integ inh	TDP2 absorb	ASAP1 GAP inh	KLK7 zymogen act
C=CC[C@@H](CC(=O)N(CCO)Cc1ccccc1)C(=O)N[C@@H](COC(=O)[C@@H](CC=C)Cc1ccc(F)cc1)Cc1c[nH]c2ccccc12	2.2	0.7	1.2	8.2	4.0	17.5	0.2	-8.6	-0.3	0.4
COC(=O)c1cn(CC(=O)NC2CCCCCC2)c2ccccc12	-0.5	-0.9	4.3	-2.5	-4.9	1.2	1.6	8.2	-7.3	0.1
CC(C)C(=O)O/N=C1\CCS(=O)(=O)c2sccc21	-2.9	-1.2	-1.8	-2.9	-0.8	-1.1	-3.2	-1.0	-3.6	-0.3
COc1ccc(C2=NN(C(=O)CCC(=O)O)C(c3cccs3)C2)cc1 (stereo not drawn)	5.4	-26.5	-0.9	-14.7	-1.1	-24.4	-0.9	6.8	1.6	0.6
Cc1cccc(NC(=O)CSc2nnc(-c3cccnc3)n2Cc2ccco2)c1C	-2.6	1.8	3.3	0.5	·	-0.3	-2.0	6.2	·	-0.4
Cc1ccc(CN2CCN(C(=O)CC(C)C)CC2)cc1	-5.8	5.8	4.6	3.7	2.4	7.8	4.8	0.7	5.2	-0.3
CCC(=O)Nc1cc(C(=O)O)ccc1Sc1ccccc1	-3.6	-1.1	-6.4	0.0	12.0	-2.1	1.6	5.1	0.8	-0.2
CCCn1nnnc1NCc1cccc(Cl)c1	-3.9	1.1	5.0	-1.2	-15.4	2.4	4.1	3.4	-4.7	-0.6
COc1ccc(CC2C(=O)NC(C)C(=O)N(C)C3Cc4ccc(cc4)Oc4cc(ccc4O)CC(C(=O)NC(C)C(=O)NC(C)C(=O)N2C)N(C)C3=O)cc1 (stereo not drawn)	-2.2	-0.7	-2.2	-3.0	4.2	-3.6	-3.1	-3.6	-7.6	0.2
CC(C)N1C(=O)C(=O)N(CC(=O)N2c3ccccc3CC2C)C1=O (stereo not drawn)	4.9	-0.8	-0.6	-7.1	-0.3	-7.3	0.1	4.7	-6.0	0.8
Cc1cc(Nc2ccccc2)n(-c2nc3ccccc3[nH]2)n1	1.5	-1.1	-4.9	5.0	3.1	20.9*	3.1	-1.8	-5.7	0.9
CCOC(=O)C1=C(C)NC(=O)C1(NC(=O)c1cccnc1)C(F)(F)F (stereo not drawn)	9.0	2.2	5.7	-5.8	14.5	-2.6	-0.5	4.9	-2.5	0.4
O=C(NCCCN1CCN(c2cccc(Cl)c2)CC1)c1nc(-c2ccncc2)no1	-1.0	-1.4	3.5	-2.4	-3.0	6.0	-1.6	6.2	3.7	0.7
C/C(=N\Nc1nc(N)cc(Cl)n1)c1ccc(F)cc1	-2.8	0.1	-2.0	-1.8	2.3	-4.6	1.9	6.2	-9.1	0.1
COc1ccc(CNC(=O)c2cc3ccccc3o2)cc1OC	7.2	-1.3	4.2	-6.1	-0.2	5.0	-2.4	4.9	-0.9	0.0
OCCC1CN(Cc2cc(F)ccc2-n2cccn2)CCN1Cc1ccc(F)cc1 (stereo not drawn)	-6.0	-0.8	1.7	-2.4	-5.5	2.4	2.6	-5.1	6.1	-0.2
c1ccc(-c2nnc3ccc(N4CCCC4)nn23)cc1	1.6	-5.8	-3.9	-6.6	7.0	-8.0	1.0	6.1	10.5	-0.4
COCCn1nnnc1SCC(=O)Nc1ccc2c(c1)OCO2	2.6	0.6	-0.4	-0.7	2.8	-0.5	-5.0	-16.5	-10.3	-0.2
O=C(Nc1ccc(Br)cc1Cl)c1cnccn1	8.5	-3.1	1.9	0.3	-13.7	5.0	0.1	-5.7	-5.6	-0.1
Cc1ccccc1-n1ncc2c([N+](=O)[O-])cc([N+](=O)[O-])cc21	-4.1	2.0	-5.1	1.2	-6.6	-0.8	-1.1	-2.8	-9.9	-0.6
O=C(NC1CCCC1)c1cc(-c2ccc(Cl)cc2)on1	6.3	8.2	-7.5	-4.9	17.1	-17.9	-7.2	-13.3	4.7	0.2
Cc1ccc(NC(=O)CN2CCC(NC(=O)Cc3ccccc3)CC2)c(C)c1	5.6	0.8	5.1	0.1	-3.6	-2.9	0.9	-4.6	-11.4	0.5
CCOCCCNC(=O)C(c1ccc(C)cc1)N(Cc1cccs1)C(=O)CNC(C)=O (stereo not drawn)	-4.2	8.0	2.8	3.4	-5.3	2.9	5.6	-16.1	-5.6	0.2
CCCN(CC(=O)Nc1ccc(C(N)=O)cc1)CC(=O)Nc1ccccc1C	4.5	1.9	-1.6	-6.0	3.8	-8.6	-0.9	5.5	4.8	-0.2
NS(=O)(=O)c1ccc(CCNC(=O)Nc2ccc(Cl)c(Cl)c2)cc1	1.9	2.4	-5.2	5.8	10.6	10.5	0.3	3.0	0.9	0.7
Cc1ccc(S(=O)(=O)N(CC(=O)Nc2cc(C)ccc2C)C(=O)N2CCN(C)CC2)cc1	-4.4	1.5	-5.7	-4.2	10.5	-9.1	2.0	12.1	11.6	-0.5
Cc1cc(C(=O)Nc2ccccc2N2CCCCC2)no1	-0.5	9.8*	2.3	4.9	3.1	4.2	4.0	-23.7	2.5	0.3
O=C(CN(Cc1ccccc1)C1=NCCS1)c1ccc(Cl)cc1	-1.9	7.1	-6.4	2.8	7.1	11.4	1.8	-0.7	-2.6	0.6
COc1cc(C2CC(=O)N(CC(=O)NCC3CCCO3)c3ccccc3S2)cc(OC)c1OC (stereo not drawn)	-4.5	2.1	-4.8	-0.1	2.3	-2.0	4.7	-9.7	-6.6	0.1
FC(F)(F)c1nc2ccccc2n2c(-c3c(Cl)cccc3Cl)nnc12	3.6	4.9	-4.2	-5.0	1.1	-8.7	5.6	4.7	-10.2	-0.1
Cc1nc2sc(C(c3ccco3)N3CCC4(CC3)OCCO4)c(O)n2n1 (stereo not drawn)	-2.6	-6.9	-1.2	-1.6	0.8	-2.6	0.5	7.9	0.3	-0.8
O=C(NC1CCCc2ccccc21)c1cccc(F)c1 (stereo not drawn)	-2.5	4.1	7.3	0.5	8.6	6.4	3.0	-3.1	3.5	0.1
Cc1ccc(NC(=S)Nc2ccc(F)cc2)cc1	-5.1	-1.0	-4.0	-0.5	15.4	-0.6	-0.1	11.9	-10.1	-0.3
CCOc1ccc(NC2=NCCC(=O)N2Cc2cccs2)cc1	-8.7	3.2	1.0	-2.0	-17.0	0.4	0.0	-0.3	-9.5	-0.1
COc1ccc(C(=O)NCc2nnc(SCC(=O)N3CCCC3)o2)cc1	-0.4	-0.4	3.8	-2.6	-18.5	-5.7	-1.9	3.5	-8.1	0.9
Cn1nc(C(=O)N2CCOCC2)c([N+](=O)[O-])c1C(=O)N1CCOCC1	2.7	-1.1	6.4	-0.8	2.4	4.7	-2.0	-6.5	6.5	-1.0
Cc1ccc(OCC(=O)Nc2ccc3c(c2)nc(CCN2CCOCC2)n3C)cc1	-2.4	-2.0	1.6	-6.4	-1.9	-23.8	-2.6	6.7	2.8	-0.3
O=C(c1nc[nH]c1C(=O)N1CCc2ccccc2C1)N1CCc2ccccc2C1	-2.7	-2.1	2.9	0.1	2.3	0.2	7.5	16.4	-2.4	0.3
CCc1ccc(-c2cc(C)no2)cc1S(=O)(=O)N1CCN(c2ccccc2OC)CC1	-1.1	-0.7	5.3	2.5	0.5	11.3	3.9	-0.9	4.5	-1.0
CC(C)Cc1ccc(/C=C/C(=O)NC2CC2)cc1	3.2	-1.4	6.2	0.0	-6.3	-4.1	-3.1	-11.0	6.8	0.0

Part of the list above, set out differently.
Values run as follows: DDE Tn7 FP inh	PLCg1 inh	Tn6 DDE FP	ADAM17 inh	ARFGAP1 inh	ADAM10 inh	LEDGF integ inh	TDP2 absorb	ASAP1 GAP inh	KLK7 zymogen act
CCc1ccc(-c2cc(C)no2)cc1S(=O)(=O)N1CCN(c2ccccc2OC)CC1
    -1.1	-0.7	5.3	2.5	0.5	11.3	3.9	-0.9	4.5	-1.0
CC(C)Cc1ccc(/C=C/C(=O)NC2CC2)cc1
    3.2	-1.4	6.2	0.0	-6.3	-4.1	-3.1	-11.0	6.8	0.0

Next results follow.
smiles	DDE Tn7 FP inh	PLCg1 inh	Tn6 DDE FP	ADAM17 inh	ARFGAP1 inh	ADAM10 inh	LEDGF integ inh	TDP2 absorb	ASAP1 GAP inh	KLK7 zymogen act
O=C(CSc1ccc2nnc(-c3ccc(Cl)cc3)n2n1)N1CCc2ccccc21	-0.7	-0.2	0.8	0.5	-3.4	-0.7	4.6	1.7	3.8	0.7
O=C(Cc1ccc(NC(=O)C2CCCN(C(=O)c3ccccc3)C2)cc1)Nc1cccc(C(=O)N2CCCCC2)c1 (stereo not drawn)	-5.0	6.5	4.5	6.4	-8.2	0.2	0.4	-9.2	6.4	0.3
CCn1cc([N+](=O)[O-])c(C(=O)Nc2nc3ccc(OC)cc3s2)n1	-5.3	-4.0	2.1	0.6	-18.1	2.2	4.4	-2.5	10.7	-0.2
C1=C(c2ccccc2)Nc2nnnn2C1c1cccs1 (stereo not drawn)	1.7	-5.1	-6.7	-15.2	3.9	-29.5	2.1	-2.8	1.1	0.6
COc1ccc(C(=O)Nc2ccc3cn[nH]c3c2)c(OC)c1	2.3	8.0	-1.9	1.1	3.0	-5.4	-1.5	-13.8	-1.7	0.0
COC(=O)C1=C(C)N(CCc2c[nH]c3ccccc23)C(=O)C1	-5.8	-20.4	0.3	-1.5	4.6	0.2	3.5	-4.9	4.2	-1.4
O=S(=O)(c1ccc(S(=O)(=O)N(Cc2cccs2)CC2CCCO2)cc1)N1CCCCC1 (stereo not drawn)	2.9	-0.7	-0.4	-2.2	-3.2	4.6	1.8	-5.0	-0.6	8.1
C=CCc1ccc(OCCOCCOc2ccccc2[N+](=O)[O-])c(OC)c1	5.9	0.6	1.3	4.6	5.0	9.2	0.8	-1.6	13.7	0.6
O=C(Nc1ccc(S(=O)(=O)Nc2ncccn2)cc1)c1ccc2ncsc2c1	-0.1	-4.1	-4.9	-3.1	4.1	-4.7	3.5	-3.0	-11.4	0.6
CN(CC(=O)Nc1cccc(F)c1)C(=O)c1cc([N+](=O)[O-])ccc1N1CCOCC1	5.0	1.2	-6.0	2.1	6.0	1.8	-0.5	7.1	-6.2	-0.2
COc1ccc(NC(=S)NCCCN2CCCC2)cc1Cl	-2.8	4.2	-3.5	-0.7	1.6	2.5	1.6	2.5	4.0	0.7
